TrxR1 inh: rat TrxR1 inhibition | Potency, µM (titrated, usually from 114 µM), without a hit: at the top dose activity change, negative = inhibition, usual class: inhibitors | O89049 | 1% of 390,000 active | recombinant rTrxR1, NADPH fluorescence consumption, selenite substrate; note: potency is the fitted concentration of half-maximal effect; % is set by controls: 0 for no effect and ±100 for the full control effect; nearly all actives have a fitted effect of over 65% in size
Target sequence (O89049 whole entry, looked up): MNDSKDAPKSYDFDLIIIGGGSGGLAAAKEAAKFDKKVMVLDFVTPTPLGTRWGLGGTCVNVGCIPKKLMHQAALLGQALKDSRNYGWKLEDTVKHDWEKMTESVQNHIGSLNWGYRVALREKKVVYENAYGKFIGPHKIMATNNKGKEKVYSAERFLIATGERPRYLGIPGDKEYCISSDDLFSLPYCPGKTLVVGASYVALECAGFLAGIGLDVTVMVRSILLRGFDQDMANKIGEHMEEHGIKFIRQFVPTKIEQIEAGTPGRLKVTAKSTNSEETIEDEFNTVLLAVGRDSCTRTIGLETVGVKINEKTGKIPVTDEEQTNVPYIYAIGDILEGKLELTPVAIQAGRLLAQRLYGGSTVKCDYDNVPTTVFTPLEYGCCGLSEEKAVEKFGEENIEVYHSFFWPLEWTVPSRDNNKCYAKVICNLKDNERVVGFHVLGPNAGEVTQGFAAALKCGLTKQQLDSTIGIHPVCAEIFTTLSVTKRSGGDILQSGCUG
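Rat TrxR1 (90 nM in the dispensed reagent) was pre-reduced with 400 uM NADPH for 5 min at room temperature, then incubated with compound for 15 min. After 400 uM selenite was added, NADPH fluorescence (Ex 340/Em 450 nm) was followed for 8 min.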
IDH1 R132H inh: human IDH1 R132H inhibition; IDH1-R132H enzyme, NADPH consumption, diaphorase/resazurin fluorescence; Potency, µM (top dose mostly 76.6 µM), without a hit: at the highest dose activity change, negative = inhibition, hits mostly inhibitors; 0.093% of 390,000 active; O75874; note: potency is the fitted concentration of half-maximal effect; % is set by controls: 0 for no effect and ±100 for the full control effect; nearly all actives have a fitted effect of over 65% in size
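IDH1-R132H (0.5 ug/mL dispensed) in pH 7.5 Tris buffer was preincubated 30 min with compound, then given a substrate mix of 0.016 mM NADPH and 2 mM alpha-KG for 80 min at room temperature; remaining NADPH was read by diaphorase/resazurin fluorescence.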
GRP78 ERSR act: induces the endoplasmic reticulum stress response in human glioma cells | Potency, µM, for the others: top-dose activation, usual class: activators | U87-MG GRP78 promoter luciferase reporter, 16 h | 0.02% of 420,000 active; note: potency is the fitted concentration of half-maximal effect; series mostly up to about 76 µM; % of control where 0% means no effect; nearly all actives have a fitted effect of over 35% in size
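Stably transfected U87-MG glioma cells carrying a GRP78-based luciferase sensor; 16 h compound incubation. Luminescence end-point read 10 min after Bright-Glo addition at room temperature.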
USP1-UAF1 inh: USP1/UAF1 (human) deubiquitinase inhibition; O94782; recombinant USP1/UAF1, Ub-Rhodamine cleavage fluorescence; Potency, µM (doses to about 57.1 µM), for inactives: top-dose activity change, negative = inhibition, hits mostly inhibitors; 0.23% of 390,000 active; AID 743255; note: potency is the fitted concentration of half-maximal effect; % is set by controls: 0 for no effect and ±100 for the full control effect; nearly all actives have a fitted effect of over 60% in size; inactives centre near -12
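1 nM enzyme complex + cpd, 15 min RT; start with Ub-Rho 150nM final; kinetic fluorescence ex 480/em 540, 6 reads q60 s. Buffer 50mM HEPES pH 7.8, 0.5mM EDTA, 0.1 mg/ml BSA, 1mM TCEP, 0.01% Tween-20.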
RGS4 inh: human RGS4 inhibition; Transcreener GDP fluorescence polarization, RGS4-accelerated GTP hydrolysis; P49798; AID 504845; Potency, µM (highest dose often 114 µM), inactives show at the top dose activity change, negative = inhibition, actives largely listed as inhibitors; 0.039% of 390,000 active; note: potency is the fitted concentration of half-maximal effect; % is set by controls: 0 for no effect and ±100 for the full control effect; nearly all actives have a fitted effect of over 75% in size; some results filed as inactive show a strong effect at the top dose
Target sequence (P49798 whole entry, looked up): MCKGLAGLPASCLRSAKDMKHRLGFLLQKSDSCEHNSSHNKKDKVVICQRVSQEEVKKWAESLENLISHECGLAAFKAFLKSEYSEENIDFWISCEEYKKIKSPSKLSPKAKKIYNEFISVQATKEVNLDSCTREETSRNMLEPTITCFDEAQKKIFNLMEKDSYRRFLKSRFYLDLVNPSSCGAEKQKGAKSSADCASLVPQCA
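MLSMR compounds (23 nl, pin-transferred) preincubated 10 min at room temperature with a 500nM (2x) first reagent, then RGS4 at 900nM (2x) plus Transcreener GDP mix added; fluorescence polarization (620/688 nm) read before and after 90 min at 30 °C.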
TrxR1 substrate: substrates of rat thioredoxin reductase 1 | O89049 | purified TrxR1 substrate turnover, NADPH consumption readout | Potency, µM (top dose mostly 114 µM), inactives show top-dose activity change, negative = substrate turnover | 0.01% of 390,000 active | AID 588456; note: potency is the fitted concentration of half-maximal effect; % is set by controls: 0 for no effect and ±100 for the full control effect; nearly all actives have a fitted effect of over 50% in size
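Rat TrxR1, dispensed at 90 nM, was prereduced with 400 uM NADPH (final) for 5 min at ~22 deg C, then incubated with compound 15 min before 400 uM selenite. A first-read NADPH fluorescence drop versus no-compound background flagged substrates.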
LDHA inh: inhibitors of human lactate dehydrogenase A; P00338; purified LDHA, NADH/diaphorase-resazurin fluorescence; stronger effect = lower value; activity change, % (values are at about 110 or 230 µM); 0.15% of 480,000 active; in the data active = activity change below about -30%; inconclusive = mostly about -25% to -30%;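 note: plate controls were DMSO wells for no effect and wells without enzyme for full effect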
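Human LDH5 at 2 nM final in Tris HCl pH 7.4 with 0.06 mM NADH and 0.2 mM pyruvate, reacted 5 minutes at room temperature. Remaining NADH coupled via diaphorase/resazurin; resorufin fluorescence read at 0 and 20 minutes, normalized to enzyme-free and DMSO wells.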
Vif-A3G inh: inhibitors of Vif-APOBEC3G interaction; HeLa A3G-eYFP + Vif (tagged APOBEC3G with the HIV-1 protein that degrades it), YFP fluorescence, overnight; Q9HC16; Potency, µM (highest dose often 46.1 µM), inactives show top-dose activity, negative = active, hits mostly inhibitors; 0.076% of 410,000 active;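 note: potency is the fitted concentration of half-maximal effect; % is set by controls: 0 for no effect and ±100 for the full control effect; nearly all actives have a fitted effect of over 60% in size; hits raise eYFP signal because A3G escapes Vif-driven loss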
Target sequence (Q9HC16 whole entry, looked up): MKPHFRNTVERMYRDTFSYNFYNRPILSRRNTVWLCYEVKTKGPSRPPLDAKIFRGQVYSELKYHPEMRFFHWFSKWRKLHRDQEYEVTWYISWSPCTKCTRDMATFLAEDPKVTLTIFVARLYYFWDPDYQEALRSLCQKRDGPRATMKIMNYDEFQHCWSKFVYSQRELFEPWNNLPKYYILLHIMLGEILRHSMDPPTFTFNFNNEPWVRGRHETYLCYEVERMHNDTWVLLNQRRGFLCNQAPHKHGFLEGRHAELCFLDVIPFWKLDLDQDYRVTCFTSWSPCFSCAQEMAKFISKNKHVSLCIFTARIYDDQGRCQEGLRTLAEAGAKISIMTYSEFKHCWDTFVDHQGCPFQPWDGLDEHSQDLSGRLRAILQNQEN
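Read-out is eYFP fluorescence (Ex 488/Em 500-530) from Vif-expressing HeLa A3G-eYFP cells; more signal means A3G escaped Vif-mediated degradation. Cells plated overnight, compound pinned in, incubated overnight at 37 deg C.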
Vif-A3F inh: Vif-A3F binding inhibition; HeLa A3F-eYFP + Vif (tagged APOBEC3F with the HIV-1 protein that degrades it), YFP fluorescence increase; Potency, µM (doses to about 46.1 µM), for inactives: at the highest dose activity, negative = active; 0.2% of 390,000 active; AID 602313; note: potency is the fitted concentration of half-maximal effect; % of control where 0% means no effect; nearly all actives have a fitted effect of over 65% in size
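HeLa cells stably expressing Vif plus C-terminally eYFP-tagged A3F were seeded, incubated overnight at 37 deg C, dosed with compound, incubated overnight again at 37 deg C. Yellow fluorescence (Ex 488/Em 500-530) reported blocked Vif-mediated A3F-eYFP degradation.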
* hit, by the source's call; u = inconclusive; & = joins results of further samples; [ ] = dose if it differs, or a comment. Unless noted, calls come from the whole dose curve; as a rule, active = well fitted curve in the direction sought with a large enough effect; inconclusive = small, poorly fitted or top-dose-only effect, or another doubt; inactive = no such curve, though single readings can be large; an effect the other way counts as inactive or inconclusive. Some of the compounds tested. The share of hits here may be higher or lower than overall.

Values run as follows: TrxR1 inh	IDH1 R132H inh	GRP78 ERSR act	USP1-UAF1 inh	RGS4 inh	TrxR1 substrate	LDHA inh	Vif-A3G inh	Vif-A3F inh
1) COc1ccc(S(=O)(=O)N2CCCC2C(=O)Nc2ccc(C)cc2)cc1 (stereo not given)
    9%	-3%	2%	5%	28%	-4%	-16	-1%	-8%
2) CCCCC(CC)C(=O)Nc1ccc(C)c(O)c1 (stereo not given)
    22%[57.1 µM]	7%	0%	-6%	u	4%[57.1 µM]	1	-6%	4%
3) CC(C)C[C@H](NC(=O)C1CC(=O)N(c2ccc(F)cc2)C1)C(=O)N1CCCCC1 (stereo not given in full)
    9%	-9%	0%	-8%	-6%	-3%	0	1%	-3%
4) O=C(COC(=O)C12CC3CC(CC(Br)(C3)C1)C2)Nc1c(F)cccc1F
    16%	-2%	-1%	-15%	-17%	5%	0	3%	6%
5) CCOC(=O)CSc1nnc(CSc2nc3sc4c(c3c(=O)[nH]2)CCC4)n1C
    -2%	10%	-3%	-22%	-27%	1%	5	2%	-2%
6) Cc1ccc(C(=O)N/N=C/c2ccc(N3CCOCC3)cc2)c(C)c1
    6%[57.1 µM]	3%	1%	2%	0%	6%[57.1 µM]	-1	-1%	-9%
7) COc1ccc(CCN2C(=O)CC(NCc3ccc4c(c3)OCO4)C2=O)cc1OC (stereo not given)
    10%[57.1 µM]	-7%	-2%	-17%	32%	5%[57.1 µM]	-4	2%	-11%
8) CCOC(=O)c1csc(N)c1-c1ccc([N+](=O)[O-])cc1
    27%	3%	-1%	-25%	-25%	5%	3	-16%	-4%
9) O=C(CSCc1cccc(Cl)c1)N1CCN(Cc2ccc3c(c2)OCO3)CC1
    -15%	0%	-6%	-12%	11%	-10%	-2	3%	0%
10) CCOc1ccc(N=C(/C(C(=O)C(=O)N2CCOCC2)=C(/O)c2ccccc2)c2ccccc2)cc1
    -15%	3%	6%	-21%	1%	-3%	-1	-5%	0%
11) CC(C)(C)c1ccc(CS(=O)(=O)CC2(O)CCN(C(=O)c3cccc(C(F)(F)F)c3)CC2)cc1
    8%	0%	0%	-9%	26%	-1%	0	-1%	0%
12) Cc1ccc(O)c(NC(=O)c2noc3c2CCCCC3)c1
    19%[57.1 µM]	2%	2%	u	-23%&25%	2%&-6%	-2&-3	0%	-20%
13) O=C(N/N=C/c1ccc(N2CCOCC2)s1)c1ccc(NS(=O)(=O)c2cccs2)cc1
    u	-2%	-7%	-24%	-25%	-3%	2	-5%	-13%
14) Cc1ccc(CNc2ccc3c(c2)OCO3)cc1
    u	15%	12%	28µM*	-37%	6%	26	22µM*	25µM*
15) Cc1ccc(Nc2c([N+](=O)[O-])ccc3nonc23)c(C)c1
    24%	0%	-2%	-22%	-7%	-3%[57.1 µM]	-3	1%	5%

The last five compounds of the section before are carried over, then new ones follow.
Key to letters: A = TrxR1 inh; B = IDH1 R132H inh; C = GRP78 ERSR act; D = USP1-UAF1 inh; E = RGS4 inh; F = TrxR1 substrate; G = LDHA inh; H = Vif-A3G inh; I = Vif-A3F inh
11	CC(C)(C)c1ccc(CS(=O)(=O)CC2(O)CCN(C(=O)c3cccc(C(F)(F)F)c3)CC2)cc1
  A = 8% | B = 0% | C = 0% | D = -9% | E = 26% | F = -1% | G = 0 | H = -1% | I = 0%

12	Cc1ccc(O)c(NC(=O)c2noc3c2CCCCC3)c1
  A = 19%[57.1 µM] | B = 2% | C = 2% | D = u | E = -23%&25% | F = 2%&-6% | G = -2&-3 | H = 0% | I = -20%

13	O=C(N/N=C/c1ccc(N2CCOCC2)s1)c1ccc(NS(=O)(=O)c2cccs2)cc1
  A = u | B = -2% | C = -7% | D = -24% | E = -25% | F = -3% | G = 2 | H = -5% | I = -13%

14	Cc1ccc(CNc2ccc3c(c2)OCO3)cc1
  A = u | B = 15% | C = 12% | D = 28µM* | E = -37% | F = 6% | G = 26 | H = 22µM* | I = 25µM*

15	Cc1ccc(Nc2c([N+](=O)[O-])ccc3nonc23)c(C)c1
  A = 24% | B = 0% | C = -2% | D = -22% | E = -7% | F = -3%[57.1 µM] | G = -3 | H = 1% | I = 5%

16	Cc1ccc(-n2nnc3c(=O)n(CC(=O)c4ccccc4)cnc32)cc1
  A = 8%[57.1 µM] | B = 0% | C = -3% | D = -20% | E = -23% | F = 3%[57.1 µM] | G = -3 | H = 0% | I = 0%

17	Cc1cc(NC(=O)C(C)SCC(=O)Nc2ccccc2C(C)(C)C)no1 (stereo not given)
  A = -13% | B = 4% | C = -3% | D = -19% | E = 9% | F = -8% | G = 1 | H = -3% | I = 5%

18	Cc1ccc(C2=NS(=O)(=O)N(C)C(C(=O)NCc3ccc4c(c3)OCO4)=C2)cc1
  A = 7%[57.1 µM] | B = 4% | C = -3% | D = -28% | E = 2% | F = -3%[57.1 µM] | G = -1 | H = 2% | I = 10%

19	CCOC(=O)/C(=N\Nc1ccc(Cl)cc1)Sc1nnc(-c2ccc(OC)cc2)n1C
  A = -27% | B = -3% | C = -5% | D = -15% | E = u | F = -12% | G = 0 | H = -1% | I = -2%

20	CC(C)OCCCNc1ncnc2c1[nH]c1ccc(F)cc12
  A = -3% | B = 10% | C = -5% | D = -19% | E = 31% | F = 73%[activator] | G = u | H = -16% | I = 0%

21	CC(C)Oc1ccc(S(=O)(=O)N2CCCCC2)cc1NC(=O)C1CSC2(C)CCC(=O)N12 (stereo not given)
  A = -3% | B = 8% | C = -6% | D = -14% | E = -8% | F = -9% | G = -5 | H = 0% | I = -6%

22	O=C(Nc1ccn(Cc2ccccc2F)n1)c1ccc(COc2cccc(Br)c2)cc1
  A = 1% | B = -2% | C = -13% | D = -3% | E = -36% | F = -3% | G = -6 | H = 2% | I = -8%

23	COCCNC(=O)C(c1cccc(OC)c1)N(Cc1cccs1)C(=O)Cn1nnc2ccccc21 (stereo not given)
  A = 5% | B = 5% | C = 5% | D = 2% | E = 15% | F = -7% | G = -17 | H = 1% | I = 5%

24	COc1cc2c(cc1OC)C(c1ccccc1N)=NCC2
  A = 13%[57.1 µM] | B = 2% | C = -5% | D = 0% | E = -13% | F = 6%[57.1 µM] | G = -4 | H = -2% | I = -10%

25	Cc1ccc(CN(C)C(=O)C2CCCN2C(=O)c2cccs2)o1 (stereo not given)
  A = 10µM* | B = 5% | C = 0% | D = -15% | E = u | F = 9% | G = -3 | H = 1% | I = -6%

26	O=C(COC(=O)c1cncc(Br)c1)NCc1ccc(F)cc1
  A = 9% | B = -20% | C = -2% | D = -5% | E = -4% | F = -2% | G = -9 | H = 0% | I = 3%

27	CCS(=O)(=O)c1ccc2oc(SCC(=O)Nc3ccc(OC)cc3OC)nc2c1
  A = 3% | B = -3% | C = -5% | D = -13% | E = -14% | F = -5% | G = 1 | H = 1% | I = -2%

28	CCOC(=O)N1CCC2(CC1)C(C#N)=C(N)Oc1c2c(C)nn1-c1cccc(Cl)c1
  A = u | B = -3% | C = 1% | D = -16% | E = -6% | F = 7% | G = 6 | H = -1% | I = -1%

29	COc1ccccc1CN1CCN(C(=O)c2ccncc2)CC1
  A = -11% | B = 12% | C = -4% | D = -5% | E = 10% | F = -8% | G = -30* | H = 1% | I = -5%

30	CCOc1ccc(OCc2ccc(C(=O)N(CC)CC)cc2)cc1
  A = 31% | B = -3% | C = 0% | D = -7% | E = -6% | F = 0% | G = 1 | H = 2% | I = -1%

31	CC(C)n1c(=S)[nH]c2cc(C(F)(F)F)ccc21
  A = -9% | B = -8% | C = 2% | D = -9% | E = -16% | F = -9% | G = -3 | H = -4% | I = -5%

32	Cc1c(C(=O)N(Cc2ccccc2)C2CCS(=O)(=O)C2)oc2ccccc12 (stereo not given)
  A = 7%[57.1 µM] | B = 5% | C = -4% | D = -16% | E = 5% | F = -2%[57.1 µM] | G = 3 | H = 3% | I = 2%

33	CCCNc1c(NC(=O)c2ccc3c(c2)OCO3)c(=O)oc2ccccc12
  A = 5% | B = -2% | C = 0% | D = -18% | E = 7% | F = -1% | G = -5&22 | H = -2% | I = u

34	O=C(Nc1nc(-c2ccc(Cl)s2)cs1)c1cccs1
  A = u | B = 5% | C = 3% | D = u | E = u | F = 6%[57.1 µM] | G = 6 | H = 0% | I = -10%

35	CC(=O)Nc1ccc(OCC(=O)NCCc2ccc(Cl)cc2)cc1
  A = -14% | B = 4% | C = -1% | D = -10% | E = -8% | F = -5% | G = -1 | H = 0% | I = -12%

36	CCN1CCN(S(=O)(=O)c2ccc(Cl)c(C(=O)Nc3nnc(CC(C)C)s3)c2)CC1
  A = -4% | B = -1% | C = 6% | D = -19% | E = 23% | F = -2% | G = -4 | H = 0% | I = -1%

37	COc1ccc(NC(=O)C2CCCN2C(=O)NC2CCCCC2)c(OC)c1 (stereo not given)
  A = 1%[57.1 µM] | B = -2% | C = -5% | D = -10% | E = 2% | F = 1%[57.1 µM] | G = -3 | H = 0% | I = u

38	Cc1ccc(CN2CCSc3ccc(C(=O)NCCCN4CCN(C)CC4)cc32)cc1
  A = 20% | B = -9% | C = -5% | D = -25% | E = 9% | F = 128%[activator] | G = -3 | H = 0% | I = -5%

From PubChem
